mIDH1 inhibitor = blocks human mutant IDH1 R132H enzyme; IDH1-R132H enzyme, NADPH consumption, diaphorase/resazurin fluorescence; 0.093% of 390,000 active; AID 602179; Potency, µM (top dose mostly 76.6 µM), without a hit: at the top dose activity change, negative = inhibition, hits mostly inhibitors; also: potency is read from the fitted curve at half-maximal effect; % is scaled to controls: 0 for no effect and ±100 for the full control effect; nearly all actives have a fitted effect of over 65% in size
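IDH1-R132H (0.5 ug/mL dispensed) in pH 7.5 Tris buffer was preincubated 30 min with compound, then given a substrate mix of 0.016 mM NADPH and 2 mM alpha-KG for 80 min at room temperature; remaining NADPH was read by diaphorase/resazurin fluorescence.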
rTrxR1 inhibitor = rat TrxR1 inhibition. O89049. recombinant rTrxR1, NADPH fluorescence consumption, selenite substrate. Potency, µM (titrated, usually from 114 µM), without a hit: at the highest dose activity change, negative = inhibition, hits mostly inhibitors. 1% of 390,000 active; also: potency is read from the fitted curve at half-maximal effect; % is scaled to controls: 0 for no effect and ±100 for the full control effect; nearly all actives have a fitted effect of over 65% in size
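Rat TrxR1 (90 nM in the dispensed reagent) was pre-reduced with 400 uM NADPH for 5 min at room temperature, then incubated with compound for 15 min. After 400 uM selenite was added, NADPH fluorescence (Ex 340/Em 450 nm) was followed for 8 min.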
TRHR enhancer = allosterically enhances the human TRH receptor. P34981. TRHR cells, fluo-8 calcium fluorescence, EC20 TRH enhancement. enhancement, % at 2 µM. 0.66% of 360,000 active. AID 493056; in the data active = enhancement above about 30%; also: 0% is about no effect
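TRHR-expressing cells loaded with fluo-8 calcium dye were read kinetically (ex 480/em 530) during compound addition, then stimulated with an EC20 of TRH (10 nM final). Enhancement of the Gq-mediated intracellular calcium response was scored.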
D2 antagonist = D2 dopamine receptor (human) antagonism; HEK293 TREx D2 cells, calcium flux, dopamine EC80; inhibition, % at 10 µM; 2% of 340,000 active; in the data active = inhibition above about 30%; also: 0% is about no effect
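Compounds are added to dye-loaded, induced HEK293 T-REx cells coupled to calcium release via D2; after a 3 min kinetic read an EC80 dopamine stimulus is given and fluorescence is recorded for 3 more min.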
TRHR ag = TRH receptor (human) agonism. TRHR cells, calcium flux fluo-8, FDSS agonist mode. activation, % at 2 µM. 0.18% of 360,000 active; in the data active = activation above about 30%; also: 0% is about no effect
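Read-out: compound-evoked intracellular calcium rise in TRHR cells, fluo-8 dye, kinetic FDSS fluorescence at 1 s/cycle following a 10-cycle baseline. Cells cultured overnight before dye loading (30 min–1.5 h, RT).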
D2 ag = D2 dopamine receptor (human) agonism | 0.53% of 340,000 active | AID 485358 | HEK293 T-REx D2 cells, calcium flux agonist mode | P14416 | activation, % at 2 µM;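 active = activation over 3 SD above normal in the single-dose calcium agonist read, cut at about 30% in these data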; also: 0% is about no effect
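In this primary screen, compounds producing a positive calcium signal within 180 s of addition to tetracycline-induced, force-coupled HEK293 Trex D2 cells are flagged; cells are dye-loaded with a no-wash calcium kit beforehand.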
USP1 inh = blocks the human USP1/UAF1 deubiquitinase complex; recombinant USP1/UAF1, Ub-Rhodamine cleavage fluorescence; Potency, µM (highest dose often 57.1 µM), for inactives: at the highest dose activity change, negative = inhibition, most hits filed as inhibitors; 0.23% of 390,000 active; O94782; also: potency is read from the fitted curve at half-maximal effect; % is scaled to controls: 0 for no effect and ±100 for the full control effect; nearly all actives have a fitted effect of over 60% in size; inactives centre near -12
Target sequence (O94782 whole entry, looked up): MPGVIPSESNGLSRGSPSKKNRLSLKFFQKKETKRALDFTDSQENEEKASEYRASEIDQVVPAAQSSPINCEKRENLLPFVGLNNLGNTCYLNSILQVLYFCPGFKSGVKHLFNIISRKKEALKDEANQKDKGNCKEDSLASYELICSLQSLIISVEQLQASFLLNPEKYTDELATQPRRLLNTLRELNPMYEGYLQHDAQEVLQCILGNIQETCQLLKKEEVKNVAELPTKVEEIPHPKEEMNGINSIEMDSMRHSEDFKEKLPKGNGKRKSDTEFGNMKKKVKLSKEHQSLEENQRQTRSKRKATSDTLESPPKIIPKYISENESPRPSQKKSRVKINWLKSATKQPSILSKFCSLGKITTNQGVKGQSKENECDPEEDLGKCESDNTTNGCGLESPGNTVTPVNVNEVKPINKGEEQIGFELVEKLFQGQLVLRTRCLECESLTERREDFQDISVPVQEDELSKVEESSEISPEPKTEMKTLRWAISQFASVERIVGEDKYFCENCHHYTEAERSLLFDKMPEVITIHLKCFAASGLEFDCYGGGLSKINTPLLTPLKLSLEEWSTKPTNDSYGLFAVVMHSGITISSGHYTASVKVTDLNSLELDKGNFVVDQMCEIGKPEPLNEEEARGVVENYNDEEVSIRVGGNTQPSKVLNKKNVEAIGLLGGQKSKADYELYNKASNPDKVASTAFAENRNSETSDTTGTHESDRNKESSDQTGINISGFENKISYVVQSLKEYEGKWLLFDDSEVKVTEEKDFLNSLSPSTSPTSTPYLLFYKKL
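USP1/UAF1 complex at 1 nM was preincubated with compound for 15 min at room temperature, then Ub-Rho substrate (150nM final) was added. Fluorescence (480/540 nm) was read kinetically, 6 reads every 60 seconds.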
TrxR1 substrate = is turned over as a substrate by rat TrxR1; purified TrxR1 substrate turnover, NADPH consumption readout; Potency, µM (doses to about 114 µM), without a hit: at the top dose activity change, negative = substrate turnover; 0.01% of 390,000 active; AID 588456; also: potency is read from the fitted curve at half-maximal effect; % is scaled to controls: 0 for no effect and ±100 for the full control effect; nearly all actives have a fitted effect of over 50% in size
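Rat TrxR1, dispensed at 90 nM, was prereduced with 400 uM NADPH (final) for 5 min at ~22 deg C, then incubated with compound 15 min before 400 uM selenite. A first-read NADPH fluorescence drop versus no-compound background flagged substrates.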
Pin1 inh = human Pin1 inhibition; Q13526; Pin1 FP peptide displacement, HiFluor488, 10 min; Potency, µM (series often up to 115 µM), inactives show at the top dose activity, negative = inhibition, usual class: inhibitors; 0.009% of 390,000 active; AID 504891; active = well fitted inhibition curve with a large enough effect in the polarisation, with a control signal flat, not every such curve was filed as active; inconclusive = small, poorly fitted or top-dose-only effect, or effect the other way, or a change in a side signal; inactive = no such curve, though single readings can be large or run the other way; the % refers to the polarisation; also: potency is read from the fitted curve at half-maximal effect; % is scaled to controls: 0 for no effect and ±100 for the full control effect
Target sequence (Q13526 whole entry, looked up): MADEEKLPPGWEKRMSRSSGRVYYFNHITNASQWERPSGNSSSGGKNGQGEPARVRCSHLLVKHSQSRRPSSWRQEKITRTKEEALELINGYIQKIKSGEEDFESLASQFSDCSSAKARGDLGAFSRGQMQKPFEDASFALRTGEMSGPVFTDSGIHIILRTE
The depositor's hits bear a star; ? = inconclusive; / = no result given; [ ] = dose if it differs, or a comment. Unless noted, calls follow the shape of the dose curve; as a rule, active = well fitted inhibition curve with a large enough effect; inconclusive = small, poorly fitted or top-dose-only effect; inactive = no such curve, though single readings can be large or run the other way. A portion of the library, so the mix of outcomes need not match the whole.

SMILES | mIDH1 inhibitor | rTrxR1 inhibitor | TRHR enhancer | D2 antagonist | TRHR ag | D2 ag | USP1 inh | TrxR1 substrate | Pin1 inh
O=C1C(=C2CCCCC2)SC(=S)N1Cc1ccco1 | 0% | ? | -8 | -3 | 0.0 | -0.6 | -12% | -1% | 7%
CCOC(=O)/C=c1/s/c(=C/c2ccc3cc(OC)ccc3c2)c(=O)n1CC(=O)NCc1ccc2c(c1)OCO2 | -5% | 14% | / | / | / | / | ? | 3% | ?
Cc1ccccc1NC(=O)CC1SC(=NC2CCCCC2)NC1=O (centres undefined) | 0% | 7%[57.1 µM] | 2 | 11 | -0.3 | 0.1 | -22% | -6% | 1%
Cc1cccc(NC(=O)CN(C)S(=O)(=O)c2ccc(Br)cc2)n1 | 9% | 9% | -7 | 3 | -1.2 | -0.7 | -9% | -2% | -1%
O=C(O)C1CCCCC1C(=O)Nc1cnn(Cc2ccccc2)c1 (centres undefined) | 7% | -3% | / | / | / | / | -14% | -1% | -3%
O=C1/C(=C\c2ccc(O)cc2)CCC1CNc1ccc(Cl)cc1 (centres undefined) | -3% | 22µM* | / | / | / | / | -9% | -1% | 2%
CN(CC(=O)Nc1ccc(Cl)c(C(F)(F)F)c1)C(=O)/C=C/c1ccco1 | 4% | ? | 0 | 7 | -0.6 | -1.0 | -18% | -7% | 12%
CCOC(=O)C1CN(S(=O)(=O)c2cc(OC)ccc2OC)C1 | -9% | 15% | -1 | -1 | -0.5 | -0.9 | -13% | -3% | 3%
O=C(Nc1nccs1)c1ccc2ccccc2c1 | 4% | 12% | 5 | -6 | -0.2 | -0.5 | -6% | 0% | -7%
c1ccc(N2CCN(c3ncnc4[nH]ncc34)CC2)cc1 | -1% | 8%[57.1 µM] | 0 | / | -0.3 | 0.0 | -7% | 2%[57.1 µM] | 3%
CNS(=O)(=O)c1cc(-c2nnc(N3CCOCC3)c3ccccc23)ccc1C | 3% | 6% | / | / | / | / | -5% | -1% | 2%
Cc1cccc(NC(=O)CCOc2ccccc2)c1C | 2% | 4%[0.457 µM] | 9 | -20 | -0.4 | -0.5 | -9% | 1% | -1%
CN(O)C(=S)c1ccccc1 | -3% | -42% | / | / | / | / | -4% | -6% | -1%
C/C=C(\C)C(=O)N1CC2(CC(c3cccc(NC(=O)CCCCC)c3)=NO2)C[C@@H]1C(N)=O (some centres undefined) | 4% | -4%[57.1 µM] | 7 | 25 | 0.5 | 0.1 | 4% | 5%[57.1 µM] | -2%
Nc1ccc2oc(=O)c(-c3ccccc3)cc2c1 | -9% | -2% | 3 | -8 | -0.2 | 0.8 | -25% | -5% | -1%
NS(=O)(=O)c1ccc(NC(=O)/C=C/c2cccs2)cc1 | -2% | 8% | 1 | 14 | 0.2 | -1.0 | -9% | -4% | -1%
CCc1ccc(C(=O)OCC(=O)NCC(F)(F)F)cc1 | 11% | 14%[57.1 µM] | -5 | 29 | 0.3 | 1.7 | -8% | -5% | 1%
CCOC(=O)c1cc2sc(C)cc2n1CC(=O)Nc1ccc2c(c1)OCCO2 | 0% | 9% | 16 | / | -2.5 | / | -4% | 10% | 7%
O=C1C2C3C=CC(C3)C2C(=O)N1c1ccc(S(=O)(=O)Nc2nccs2)cc1 (centres undefined) | 4% | 32% | -2 | -5 | 0.9 | 1.1 | -1% | 7% | -4%
CN(C)c1ccc(C(=O)OCC(=O)c2ccc[nH]2)cc1 | -8% | -19% | / | / | / | / | 3% | -16% | 2%
COc1cccc(C(=O)COC(=O)c2ccc(NC(C)=O)cc2)c1 | 3% | 4% | -1 | 4 | -0.1 | 0.2 | -17% | -3% | 0%
COc1cccc2sc(/N=C/N(C)C)nc12 | -10% | 5% | -4 | 13 | 0.9 | 0.2 | -17% | -4% | 0%
COc1cc(CNc2ccc(N3CCN(C(C)=O)CC3)cc2)ccc1OCc1ccccc1 | 11% | -3%[57.1 µM] | -3 | 5 | -0.4 | 0.6 | 1% | 5%[57.1 µM] | -1%
CCN(CC)C(=O)CSc1nc(-c2ccco2)cc(C(F)(F)F)c1C#N | 7% | -25% | -6 | 15 | -0.1 | -0.2 | -13% | 36%[activator] | -4%
C=CCn1c(COc2ccccc2C)nnc1SCC(=O)O | -2% | 11%[57.1 µM] | -3 | -6 | 0.1 | 1.4 | -4% | 3%[57.1 µM] | 2%
Next part.
SMILES | mIDH1 inhibitor | rTrxR1 inhibitor | TRHR enhancer | D2 antagonist | TRHR ag | D2 ag | USP1 inh | TrxR1 substrate | Pin1 inh
COc1cc(OC)cc(C(=O)N2CCC(C(=O)c3ccc(F)cc3)CC2)c1 | 0% | 15%[57.1 µM] | 1 | -18 | -0.2 | -0.6 | -20% | 8%[57.1 µM] | -2%
Cn1c2c(c3ccccc31)CCSC2=O | 20% | 12% | -3 | -8 | -0.6 | -0.4 | -13% | -2%[57.1 µM] | 0%
CNC(=O)c1ccccc1Sc1ccccc1CO | 5% | -6% | 1 | -4 | 0.0 | 0.0 | -23% | -10% | -1%
CC(NC(=O)CNC(=O)[C@@H]1Cc2ccccc2CN1)c1ccccc1 (some centres undefined) | -14% | 7% | -2 | -1 | 0.1 | -0.3 | -4% | 1% | -1%
CC(NC(=S)Nc1ccccc1)C(c1cccs1)N1CCOCC1 (centres undefined) | -3% | -3% | 9 | / | 0.8 | / | -23% | -1% | 4%
O=C(CN1CCN(c2ccccc2)CC1)Nc1ccc(Oc2ccccc2)cc1 | 2% | 4% | 3 | 58* | 1.3 | 55* | -11% | -5% | 2%
CCOC(=O)c1sc(NC(=O)c2cc3n(n2)C(C(F)(F)F)CC(c2ccccc2)N3)c(C(=O)OCC)c1C (centres undefined) | -3% | 9% | -4 | -3 | 0.9 | 0.9 | 4% | 6% | -1%
Cc1ccc(SCCNC(=O)/C=C/c2ccc([N+](=O)[O-])cc2)cc1 | 8% | -20% | 3 | -2 | -0.1 | -1.4 | -15% | -17% | 3%
CC(=O)c1c(C)[nH]c(C(=O)OCC(=O)NCCCc2ccccc2)c1C | 23% | -2% | 1 | 5 | 0.0 | 0.2 | -14% | -5% | -2%
CCCN(Cc1cccs1)C(=O)Nc1ccc(Br)cc1F | 8% | 7% | 5 | / | -1.0 | -1.3 | -25% | 3% | 1%
COc1ccc(Cl)cc1NC(=O)CN(C)C1CCS(=O)(=O)C1 (centres undefined) | -2% | 26% | -5 | -19 | 0.1 | -0.4 | -11% | -3% | 3%
CS/C(N)=N/N=C/c1cc(Br)cc(Br)c1O | -10% | -2% | -2 | -1 | 0.3 | 0.0 | -9% | -14% | 3%
CCCN1CCN(C(=O)Nc2cccc(C(F)(F)F)c2)CC1 | 0% | 21% | -3 | 52* | -0.9 | -1.2 | -5% | -3% | 6%
Cn1c(C(=O)NCc2ccccc2F)cc2cc(S(=O)(=O)N3CCCCC3)ccc21 | 0% | 29%[57.1 µM] | 1 | / | 0.4 | 0.2 | ? | 3%[57.1 µM] | 12%
Cc1ccc(NC(=O)C(=O)NCc2ccco2)c(C)c1 | -1% | 27%[57.1 µM] | 3 | -14 | -1.6 | -0.8 | -3% | 8%[57.1 µM] | -3%
COc1ccc(CCCc2n[nH]c(=S)o2)c(C)c1 | -7% | -1% | 5 | 3 | 0.1 | -0.5 | -6% | 3% | 0%
O=C(CC(=O)N/N=C\c1ccccc1[N+](=O)[O-])NCCc1ccccc1 | 9% | 7% | -5 | 0 | -0.7 | -1.5 | -9% | 1% | 0%
CCCCCn1c(=O)c(C(=O)OCC)c(O)c2ccccc21 | 9% | 9%[57.1 µM] | -1 | -2 | -0.1 | -1.0 | -14% | 12%[57.1 µM] | 0%
CCN(CC)c1ccc2nc3ccc(N)cc3[n+](-c3ccccc3)c2c1 | -3% | -13% | -2 | -5 | 1.5 | 0.9 | -20% | -7% | ?
Cc1c(C(=O)N2CCC2)oc2ccc(Br)cc12 | 20% | -16%[57.1 µM] | 3 | -14 | -0.5 | 1.2 | -19% | -9%[57.1 µM] | -3%
O=C(O)c1ccccc1SC1CC(=O)N(c2cccc3ccccc23)C1=O (centres undefined) | 2% | 20µM* | -6 | -8 | 1.0 | 41* | -9% | 15% | -2%
CCN(C(=O)COC(=O)Cc1coc2cc(C)ccc12)c1c(N)n(Cc2ccccc2)c(=O)[nH]c1=O | -4% | 4% | -1 | -5 | 0.1 | 1.0 | -1% | -2% | 16%
CCNS(=O)(=O)c1ccc(CCC(=O)N2CCN(c3ccccc3)CC2)cc1 | -5% | -8% | 9 | 3 | -0.2 | 0.0 | -18% | -9% | -5%
CCCc1cc(C(=O)Nc2cccc([N+](=O)[O-])c2)cs1 | 35%[activator] | 4% | -1 | -49 | 0.0 | 0.0 | -8% | -6% | -2%
CCOC(=O)c1ccccc1NC(=O)CSc1nccn1C | 7% | 9% | 3 | -1 | -0.2 | 0.5 | -22% | -1% | -7%
Cc1cccc(N2CCN(S(=O)(=O)c3ccc4c(c3)C(C(C)C)C(=O)N4)CC2)c1C (centres undefined) | 40µM* | 28% | 2 | / | -1.0 | 0.3 | -21% | -4% | ?
O=c1ccc2ccc(Oc3ccc([N+](=O)[O-])cc3Cl)cc2o1 | 0% | 5%[11.4 µM] | -3 | 7 | -0.4 | -0.4 | -19% | 4%[11.4 µM] | -5%
Clc1cccc(N2CCN(c3ncnc4c3nc3n4CCCCC3)CC2)c1 | -2% | 4% | 4 | / | -0.6 | / | -31% | -6% | 10%
CO/N=C/c1ccc(Sc2ccccc2)c([N+](=O)[O-])c1 | -3% | 20% | -1 | -1 | 0.5 | 0.5 | -2% | 4% | 9%

Whole records, quoted from the list. Order of screens: mIDH1 inhibitor, rTrxR1 inhibitor, TRHR enhancer, D2 antagonist, TRHR ag, D2 ag, USP1 inh, TrxR1 substrate, Pin1 inh
CS/C(N)=N/N=C/c1cc(Br)cc(Br)c1O reads -10%, -2%, -2, -1, 0.3, 0.0, -9%, -14%, 3%
CCN(CC)c1ccc2nc3ccc(N)cc3[n+](-c3ccccc3)c2c1 reads -3%, -13%, -2, -5, 1.5, 0.9, -20%, -7%, ?
